Screening data: PubChem, National Center for Advancing Translational Sciences (NCATS)
D1 PAM = Potentiators of Human D1 Dopamine Receptor: qHTS. D(1A) dopamine receptor (Homo sapiens), P21728. HEK293 TREx D1 cells, calcium flux, dopamine EC20 potentiation. potentiation, % at 10 µM. 0.036% of 360,000 active. AID 504651, 2011; in the data active = potentiation above about 30%; also: 0% is about no effect
Target sequence (P21728 whole entry, looked up): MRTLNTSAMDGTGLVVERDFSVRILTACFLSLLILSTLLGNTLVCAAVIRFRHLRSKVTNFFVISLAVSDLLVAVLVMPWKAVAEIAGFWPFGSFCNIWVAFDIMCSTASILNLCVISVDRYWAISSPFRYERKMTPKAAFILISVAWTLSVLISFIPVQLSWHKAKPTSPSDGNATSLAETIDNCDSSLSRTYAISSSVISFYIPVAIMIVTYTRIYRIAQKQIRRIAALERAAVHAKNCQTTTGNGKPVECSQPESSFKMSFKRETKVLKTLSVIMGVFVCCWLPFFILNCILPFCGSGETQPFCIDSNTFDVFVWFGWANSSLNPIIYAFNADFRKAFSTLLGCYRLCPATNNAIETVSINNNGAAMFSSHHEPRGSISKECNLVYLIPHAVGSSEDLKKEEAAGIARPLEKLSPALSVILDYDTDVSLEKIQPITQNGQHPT
D1 antagonist = Antagonist of Human D 1 Dopamine Receptor: qHTS; activity change, negative = inhibition, % at 10 µM; HEK293 TREx D1 cells, calcium flux, dopamine EC80; active compounds read low; 3.2% of 360,000 active; D(1A) dopamine receptor (Homo sapiens), P21728; in the data active = activity change below about -30%; also: % is scaled to controls: 0 for no effect and ±100 for the full control effect
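After overnight tetracycline induction at 30 C, force-coupled D1 HEK293 cells took up a no-wash calcium dye at room temperature. Compounds were added and monitored 180 s, and the response to EC80 dopamine was then recorded.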
TRHR PAM = qHTS for Small Molecule Agonists and Allosteric Enhancers of Human TRH Receptor: Primary Screen for Enhancers; TRHR cells, fluo-8 calcium fluorescence, EC20 TRH enhancement; enhancement, % at 2 µM; 0.66% of 360,000 active; in the data active = enhancement above about 30%; also: 0% is about no effect
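TRHR-expressing cells loaded with fluo-8 calcium dye were read kinetically (ex 480/em 530) during compound addition, then stimulated with an EC20 of TRH (10 nM final). Enhancement of the Gq-mediated intracellular calcium response was scored.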
TRHR ag = qHTS for Small Molecule Agonists and Allosteric Enhancers of Human TRH Receptor: Primary Screen for Agonists; TRHR cells, calcium flux fluo-8, FDSS agonist mode; activation, % at 2 µM; 0.18% of 360,000 active; also: 0% is about no effect
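TRHR-expressing cells, plated overnight in medium with 10% serum, were loaded with fluo-8 calcium dye at room temperature. After a 10 s baseline, library compound was pin-added and calcium release was recorded kinetically (ex 480/em 530) as agonist response.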
D2 potentiator = HTS Assay for Positive Allosteric Modulators of the Human D2 Dopamine Receptor: Primary Screen for Potentiators. potentiation, % at 10 µM. 0.34% of 340,000 active. HEK293 T-REx D2, calcium flux, EC20 dopamine potentiation. D(2) dopamine receptor (Homo sapiens), P14416;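 active = potentiation over 3 SD above the plate norm, cut at about 30% in these data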; also: 0% is about no effect
Target sequence (P14416 whole entry, looked up): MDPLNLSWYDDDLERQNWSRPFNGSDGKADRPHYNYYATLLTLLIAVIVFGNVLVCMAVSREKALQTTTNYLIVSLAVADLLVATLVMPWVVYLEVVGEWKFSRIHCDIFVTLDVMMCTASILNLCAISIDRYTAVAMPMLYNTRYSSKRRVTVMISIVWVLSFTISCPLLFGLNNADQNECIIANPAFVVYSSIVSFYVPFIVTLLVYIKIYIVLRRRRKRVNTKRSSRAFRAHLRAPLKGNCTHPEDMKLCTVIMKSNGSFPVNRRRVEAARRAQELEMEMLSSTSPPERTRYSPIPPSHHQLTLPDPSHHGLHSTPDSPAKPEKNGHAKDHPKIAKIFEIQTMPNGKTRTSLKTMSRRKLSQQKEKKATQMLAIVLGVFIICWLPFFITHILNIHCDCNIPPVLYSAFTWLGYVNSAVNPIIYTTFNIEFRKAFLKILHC
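Primary screen. Calcium kinetics in induced HEK293 T-REx D2 cells: compound pre-addition 180 s, EC20 dopamine, 180 s more.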
D2 ag = HTS Assay for Allosteric Agonists of the Human D2 Dopamine Receptor: Primary Screen for Agonists | D(2) dopamine receptor (Homo sapiens), P14416 | activation, % at 2 µM | HEK293 T-REx D2 cells, calcium flux agonist mode | 0.53% of 340,000 active;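 active = activation over 3 SD above normal in the single-dose calcium agonist read, cut at about 30% in these data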; also: 0% is about no effect
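Agonism scored from kinetic calcium signal (1 read/sec, 180 s) following compound pin transfer, after a 10 s baseline. Cells: HEK293 Trex line expressing inducible D2 receptor coupled to calcium, dye-loaded after overnight culture at 30 C.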
RXFP1 antag = qHTS Assay for Antagonists of the Relaxin Receptor RXFP1. activity change, negative = inhibition, % at 57.5 µM. HEK293-RXFP1, relaxin-stimulated cAMP HTRF, 30 min; active compounds read low. AID 1259400, 2018. 0.59% of 350,000 active. Relaxin receptor 1 (Homo sapiens), Q9HBX9;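 active = activity change of -60% or lower, but not beyond a set lower limit; inconclusive = change between -60% and -40%, or beyond the set limit; inactive = change above -40%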; also: % is scaled to controls: 0 for no effect and ±100 for the full control effect
D2 antag = HTS Assay for Allosteric Antagonists of the Human D2 Dopamine Receptor: Primary Screen for Antagonists | 2% of 340,000 active | D(2) dopamine receptor (Homo sapiens), P14416 | inhibition, % at 10 µM | AID 485344, 2010 | HEK293 TREx D2 cells, calcium flux, dopamine EC80; in the data active = inhibition above about 30%; also: 0% is about no effect
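Cells plated overnight at 30 C with tetracycline; no-wash calcium dye, 30–90 min RT; 10 s baseline; compound pinned; 180 s read; EC80 dopamine added; another 180 s read.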
D1 ag = Allosteric Agonists of the Human D1 Dopamine Receptor: qHTS. HEK293 T-REx D1 cells, calcium flux, agonist mode. D(1A) dopamine receptor (Homo sapiens), P21728. activation, % at 2 µM. 1% of 360,000 active; also: 0% is about no effect
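Agonism was scored from calcium flux recorded over 180 s (1 read/s) after pintool compound addition, following a 10-cycle baseline. Cells were inducible force-coupled HEK293 TREx D1, plated overnight at 30 C and loaded with no-wash calcium dye.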
* hit, by the source's call; ? = inconclusive; . = not tested or not shown; & = joins results of further samples. Rule as the data show it, unless noted: active = activation above about 30%; inactive = the rest.

Values run as follows: D1 PAM	D1 antagonist	TRHR PAM	TRHR ag	D2 potentiator	D2 ag	RXFP1 antag	D2 antag	D1 ag
1	COC(=O)C1(C(F)(F)F)N=C(N(C)C)OC(N(C)C)=N1
 : -11	12	2	-0.4	-5	0.5	1	-13	3
2	Cc1cc(N2CCOCC2)n2cc(-c3ccccc3)nc2n1
 : -2	-3	0	-0.1	-2	-0.5	-16	-5	1
3	CCOC(=O)c1ccc(N2C(=O)C(O)=C(C(C)=O)C2c2ccccc2)cc1 (stereo not drawn)
 : -10	2	1	0.3	-3	0.4	-5	-9	2
4	CSc1ccc(CNc2ccc(C)c(C)c2)cc1
 : -7	29	-4	-0.4	-4	0.5	11	-6	2
5	CCC(C)Sc1ccc([C@H]2N[C@@](C)(C(=O)OC)[C@H]3C(=O)N(CC)C(=O)[C@@H]23)cc1 (stereo partly drawn)
 : -12	4	2	-0.2	-5	.	.	.	1
6	O=C(Nc1cccc(S(=O)(=O)NC2=NCCC2)c1)c1cc(-c2ccco2)nc2ccccc12
 : 2	-4	1	-0.1	2	0.2	?	10	1
7	CC1CCN(C(=O)COC(=O)c2c[nH]c3ccccc23)CC1
 : -6	29	1	0.1	-10	0.3	-4	-20	1
8	CCN1CCc2c(sc(NC(=O)c3ccc(S(=O)(=O)N(C)c4ccccc4)cc3)c2C(=O)NC)C1
 : 7	5	7	48*	1	38*	-4	1	175*
9	COc1ccc(C)cc1NC(=O)NCc1ccc(F)cc1
 : -2	.	-2	-0.5	-20	-0.7	0	53*	-2
10	CCSc1c(C(=O)NC)ccc2c1C(=O)c1ccccc1C2=O
 : -7	4	2	-0.5	1	0.7	-9	3	0
11	CCOC1=NC(C(=O)O)c2ccccc2/C(=C(/C)Cl)N1 (stereo not drawn)
 : -6	18	-9	-0.1	-7	-0.3	-12	0	2
12	Cc1cc(=O)n2[nH]c(SCc3ccccc3)nc2n1
 : -1	4	-10	-0.2	.	.	0	.	0
13	COc1ccccc1CC(=O)O/N=C(\N)c1cccc([N+](=O)[O-])c1
 : -4	-3	-1	0.1	4	-0.5	7	17	3
14	CC1(C)Cc2c(c(=S)nc(-c3ccccc3)n2Cc2cccnc2)CO1
 : 3	-1	7	-1.9	3	-0.1	-4	11	0
15	Cc1nc2ccccc2c2c1C(=O)N(C1CCCCCCC1)C2=O
 : 0	5	-4	0.4	0	0.4	4	4	2
16	COc1cccc(C(=O)OCC(=O)NC(C)CCc2ccccc2)c1O (stereo not drawn)
 : 0	-9	1	-1.4	2	-2.1	2	5	2
17	CCOC(=O)Cc1nnc(Nc2ccc(C)cc2C)c2ccccc12
 : 3	-1	-2	-0.1	5	0.8	0	-20	2
18	CCOC(=O)N1CCN(C(=O)c2ccccc2CCc2ccccc2)CC1
 : 6	-3	-2	-2.0	.	.	-13	.	0
19	Cc1cccn2c(=O)nc(SCC(=O)NC3CCCC3)nc12
 : -5	11	6	0.2	-1	0.5	13	5	2
20	CCCCc1nnc(NC(=O)CCS(=O)(=O)c2ccc(C)cc2)s1
 : -3	7	1	-0.6	2	-0.2	-4	-6	3

Sorted by the number under TRHR PAM (ascending): some entries from above
| No. | molecule | D1 PAM | D1 antagonist | TRHR PAM | TRHR ag | D2 potentiator | RXFP1 antag | D2 antag | D1 ag |
| --- | --- | --- | --- | --- | --- | --- | --- | --- | --- |
| 12 | Cc1cc(=O)n2[nH]c(SCc3ccccc3)nc2n1 | -1 | 4 | -10 | -0.2 | . | 0 | . | 0 |
| 18 | CCOC(=O)N1CCN(C(=O)c2ccccc2CCc2ccccc2)CC1 | 6 | -3 | -2 | -2.0 | . | -13 | . | 0 |
| 7 | CC1CCN(C(=O)COC(=O)c2c[nH]c3ccccc23)CC1 | -6 | 29 | 1 | 0.1 | -10 | -4 | -20 | 1 |

Returning to the listing; the 5 compounds before the break are reprinted first.
Values run as follows: D1 PAM	D1 antagonist	TRHR PAM	TRHR ag	D2 potentiator	D2 ag	RXFP1 antag	D2 antag	D1 ag
16	COc1cccc(C(=O)OCC(=O)NC(C)CCc2ccccc2)c1O (stereo not drawn)
 : 0	-9	1	-1.4	2	-2.1	2	5	2
17	CCOC(=O)Cc1nnc(Nc2ccc(C)cc2C)c2ccccc12
 : 3	-1	-2	-0.1	5	0.8	0	-20	2
18	CCOC(=O)N1CCN(C(=O)c2ccccc2CCc2ccccc2)CC1
 : 6	-3	-2	-2.0	.	.	-13	.	0
19	Cc1cccn2c(=O)nc(SCC(=O)NC3CCCC3)nc12
 : -5	11	6	0.2	-1	0.5	13	5	2
20	CCCCc1nnc(NC(=O)CCS(=O)(=O)c2ccc(C)cc2)s1
 : -3	7	1	-0.6	2	-0.2	-4	-6	3
21	N#Cc1ccc(CSc2nnc(-c3ccncc3)n2CCc2ccccc2)cc1
 : -4	4	-5	0.2	1	0.8	2	7	1
22	COc1ccc(C2CC(=O)N(Cc3cccc(F)c3)c3ccccc3S2)cc1 (stereo not drawn)
 : -3	-30	10	-0.6	5	-0.6	.	.	24
23	CCc1cccc(C)c1NC(=O)c1ccc2nc(N3CCOCC3)sc2c1
 : 1	-4	-7	-0.4	3	0.7	.	-1	1
24	COc1ccccc1/C=N/n1c(C)nnc1-n1nc(C)cc1C
 : -7	1	18	-0.2	12	-0.1	-7	9	0
25	CC(Oc1ccccc1)C(=O)OCC(=O)NC(=O)NC1CCCCC1 (stereo not drawn)
 : -1	-18	3	1.1	10	0.1	0	14	2
26	COc1ccc(-c2nc3ccccc3c(=O)n2CCOc2cc(C)ccc2C)cc1
 : 10	8	-3	0.1	13	1.1	1	-9	8
27	CC1CN(S(=O)(=O)c2cccc(C(=O)OCC(=O)c3cccs3)c2)CC(C)O1 (stereo not drawn)
 : -4	1	2	-0.6	5	-1.3	-2	-10	1
28	Cc1cccc(C)c1NC(=S)NNc1ncc(C(F)(F)F)cc1Cl
 : -3	-3	-4	0.2	4	-0.5	15	20	3
29	COc1cc(OC)cc(-n2c(=O)[nH]c3cc(C(=O)NCCc4ccc(C)cc4)ccc3c2=O)c1
 : 2	5	3	0.4	5	0.9	-3	.	5
30	COc1ccc(S(=O)(=O)N(C)c2ccc(C(=O)N3CCCC3)cc2)cc1OC
 : -3	-15	1	0.7	9	-0.5	9	13	5
31	Cc1ccc(N=N/C(=C\O)C(=O)c2ccc(Cl)cc2)cc1
 : 9	11	-2	0.1	-5	0.4	-19	-8	2
32	CC(CCCc1ccccc1)NC(=O)c1nn(-c2ccc(Cl)cc2)nc1CO (stereo not drawn)
 : 0	3	-4	0.4	-4	0.3	-85*	.	6
33	CC(C(=O)Nc1ccccc1-c1ccccc1)N(C)Cc1nc2ccccc2c(=O)[nH]1 (stereo not drawn)
 : -1	0	-1	-0.4	-1	-0.9	-3	-11	-4
34	Cc1cc(NC(=O)CN2CCCCC2)no1
 : -1	-13	28	0.7	8	-0.3	-15	2	5
35	O=C(CN(CC1CCCO1)C(=O)CNS(=O)(=O)c1ccc(F)cc1)NCc1ccc(F)cc1 (stereo not drawn)
 : -3	8	-13	-0.1	5	0.3	12	37*	1
36	O=C(COC(=O)c1ccc(O)cc1)c1ccc2c(c1)OCCO2
 : 2	2	1	0.2	-8	0.7	0	-1	10
37	COc1ccccc1CNC(=O)COC(=O)c1cccc(S(=O)(=O)N2CCOCC2)c1
 : -4	9	-1	-0.4	2	.	-3	.	-1
38	COc1cccc(OC)c1C(=O)Nc1cccnc1
 : -3	-2	-3	0.4	0	1.4	1	-3	1
39	C=CCNc1nc(C(F)(F)F)nc2c1nnn2Cc1ccccc1Cl
 : -8	5	3	-0.2	-3	0.8	.	-36	5
40	Cc1ccc(CNC(=O)CN2C(=O)COc3ccc(S(=O)(=O)Nc4ccccc4)cc32)cc1
 : 0	3	-8	-0.1	-1	0.3	.	.	1

Values run as follows: D1 PAM	D1 antagonist	TRHR PAM	TRHR ag	D2 potentiator	D2 ag	RXFP1 antag	D2 antag	D1 ag
41	O=C(NCc1nnc(SCC(=O)N2CCCc3ccccc32)o1)c1c(F)cccc1Cl
 : -7	-7	-3	-1.7	-6	0.0	-11	1	1
42	CCCCNC(=O)c1ccccc1NC(=O)CN(c1ccccc1)S(=O)(=O)N(C)C
 : -3&-1	2&2	-6&2	-1.0&-0.1	6&9	-0.3&0.5	-4	-13	1&1
43	COc1ccc(C2Nc3ccccc3C(=O)N2C2CCCCC2)cc1 (stereo not drawn)
 : -2	1	-3	0.0	-3	1.1	0	17	1
44	COC(=O)c1cn(C(=O)/C=C/c2ccc(OC)c(OC)c2)c2ccccc12
 : 1	13	1	0.4	25	1.0	-4	12	5
45	CCOC(=O)C(O)(CCC(O)(C(=O)OCC)C(=O)OCC)C(=O)OCC
 : 0	-17	2	0.3	7	0.9	-18	-10	2
46	Cc1cccc(-c2nc(C)c(CCNC(=O)C(=O)Nc3ccc(C)c(C)c3)s2)c1
 : -4	7	1	0.2	11	-0.3	.	.	3
47	OC(COc1c(F)cc(Br)cc1F)CN1CCOCC1 (stereo not drawn)
 : -5	2	9	0.8	1	1.4	7	-29	2
48	CCCn1c(SCC(=O)Nc2ccc(C)c(S(=O)(=O)N3CCOCC3)c2)n[nH]c1=O
 : 2	-4	0	0.1	2	-0.4	24	6	0
49	CNC(=O)C1CCCN(c2nnc(C)c3c(C)n(-c4ccccc4)nc23)C1 (stereo not drawn)
 : -1	1	2	0.0	0	-0.3	8	.	-1
50	COCCNC(=O)CN1C(=O)NC(c2ccccc2)(c2ccccc2)C1=O
 : -3	1	11	0.2	8	0.1	-13	15	4
51	CCOc1ccc(NC(=O)Cn2cc(S(=O)(=O)c3ccc(C)cc3)c(=O)c3cc(F)ccc32)cc1
 : -1	19	-1	9.7	-4	12	.	.	4
52	O=C(COc1ccc(Cl)cc1)NCc1nnc(SCC(=O)N2CCCC2)o1
 : 2	1	1	-0.5	4	-0.4	6	-11	3
